EP2 antag – blocks the human prostaglandin E2 receptor EP2 | C6 glioma cells expressing human EP2, cAMP TR-FRET; cells stimulated with saturating PGE2 | P43116 | inhibition, % at 25 µM | 260,000 tested, 0.52% active | AID 1422;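 active = percent inhibition above 40 after rounding to a whole number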;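 note: rat C6 glioma host cells with rolipram phosphodiesterase inhibitor present; the protocol text gives 20 µM as final concentration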
Target sequence (P43116 whole entry, looked up): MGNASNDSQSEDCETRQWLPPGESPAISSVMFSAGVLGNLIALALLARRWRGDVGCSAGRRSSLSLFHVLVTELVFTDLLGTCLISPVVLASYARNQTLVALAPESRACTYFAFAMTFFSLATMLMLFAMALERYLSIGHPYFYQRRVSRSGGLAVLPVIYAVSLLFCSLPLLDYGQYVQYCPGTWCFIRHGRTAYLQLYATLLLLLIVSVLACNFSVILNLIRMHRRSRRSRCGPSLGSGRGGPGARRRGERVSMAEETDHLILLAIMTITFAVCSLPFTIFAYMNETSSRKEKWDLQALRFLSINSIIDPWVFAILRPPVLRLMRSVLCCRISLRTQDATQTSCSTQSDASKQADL
FXIa inh 1536 – inhibitors of human coagulation factor XIa; P03951; purified FXIa, Boc-Glu-Ala-Arg-AMC fluorogenic substrate; inhibition, % at 5 µM; 220,000 tested, 0.14% active;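 active = inhibition of at least 40%; inactive = inhibition below 40%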;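 note: fluorescence of freed AMC excited at 355 nm; 0% = enzyme without compound and 100% = no enzyme blank; many of its hits are not listed in these tables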
Wee1 degr inh – human Wee1 degradation inhibition, primary screen; AID 1321; P30291; reporter increase, % at 5 µM; HeLa Luc-Wee1K328M stability, luciferase luminescence; 100% = proteasome inhibitor MG132 effect; 220,000 tested, 1.2% active;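 active = activation above the mean of all tested compounds plus 3 SD, set per screening run, cut at about 8.8% in these data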;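 note: cells exposed to compound for 20 h before luminescence read; 0% = DMSO alone and 100% = MG132 at 30 µM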
TNF death inh – blocks TNF-alpha induced death of Jurkat FADD-/- cells. Jurkat FADD-/- TNF necroptosis rescue, ATP luminescence, 24 h; 0 = TNF only, 100 = no-TNF cells. activation (protection from cell death), % at 10 µM. 220,000 tested, 0.068% active;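 active = activation, meaning protection from cell death, of at least 50% relative to plate controls; inactive = activation below 50%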;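 note: necroptosis triggered by 40 ng/mL TNF-alpha added together with compound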
CHOP inh – CHOP inhibition in unfolded protein response. CHO-K1 CHOP-promoter luciferase, tunicamycin-induced, 15-18 h. inhibition, % at 10 µM. 220,000 tested, 3.8% active;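 active = compounds that reduced the stress-induced luciferase reporter signal by more than about 70% of percent inhibition, limit read from the data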;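 note: 0% = tunicamycin plus vehicle and 100% = wells without tunicamycin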
FXIIa inh – inhibitors of human coagulation factor XIIa; purified FXIIa, Boc-QGR-AMC fluorogenic substrate, 2 h; inhibition, % at 5 µM; 220,000 tested, 0.3% active; AID 800; in the data active = inhibition above about 40%;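 note: 0% = enzyme with no compound and 100% = blank without enzyme; many of its hits are not listed in these tables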
Target sequence (P00748 20-372 limits assumed): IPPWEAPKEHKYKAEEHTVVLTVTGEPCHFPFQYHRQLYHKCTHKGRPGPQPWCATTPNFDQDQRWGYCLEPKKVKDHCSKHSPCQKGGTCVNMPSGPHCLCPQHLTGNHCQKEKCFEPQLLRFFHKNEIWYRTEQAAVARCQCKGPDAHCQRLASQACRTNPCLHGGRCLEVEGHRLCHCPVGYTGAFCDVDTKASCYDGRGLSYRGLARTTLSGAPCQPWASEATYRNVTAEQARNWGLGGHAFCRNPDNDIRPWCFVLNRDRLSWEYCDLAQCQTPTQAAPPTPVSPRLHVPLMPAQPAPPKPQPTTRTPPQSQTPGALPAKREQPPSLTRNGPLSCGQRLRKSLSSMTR
Target sequence (P00748 373-615 limits assumed): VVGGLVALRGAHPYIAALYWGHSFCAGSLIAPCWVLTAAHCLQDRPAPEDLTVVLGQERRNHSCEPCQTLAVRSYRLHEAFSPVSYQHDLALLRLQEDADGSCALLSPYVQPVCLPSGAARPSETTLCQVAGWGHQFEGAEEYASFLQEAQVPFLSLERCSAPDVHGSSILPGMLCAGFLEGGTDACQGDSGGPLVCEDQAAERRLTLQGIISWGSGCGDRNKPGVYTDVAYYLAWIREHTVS
TbHK1 inh – T. brucei hexokinase 1 inhibition. recombinant TbHK1, G6PDH-coupled NADH A340. inhibition, % at 10 µM. 220,000 tested, 0.11% active;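 active = inhibition of 50% or more in the single-dose primary screen; inactive = inhibition below 50%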
PPC-1+TRAIL kill – compounds killing PPC-1 cancer cells with TRAIL present (potentiator screen, no TRAIL-free arm); PPC-1 cells + TRAIL, ATPLite viability luminescence; cell killing (% activity), % at 4 µM; 220,000 tested, 0.41% active;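 active = cell killing above 50% in the first pass at 4 µM, then a duplicate retest at 5 µM averaging 50% or more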;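 note: plate controls were cells with TRAIL plus DMSO for no effect and medium-only wells lacking cells for full effect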
zVAD death inh – blocks zVAD induced death of L929 cells; viability rescue, % at 10 µM; 220,000 tested, 0.38% active; L929 zVAD necroptosis rescue, ATP luminescence, 24 h; with zVAD 60 µM;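 active = activation, scaled between plate controls, above about 75%, limit read from the data; inactive = activation under that limit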;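 note: 0% = zVAD with DMSO and 100% = DMSO alone without zVAD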
Numbers without * were called inactive; · = no result given; & = joins results of further samples. These rows are one share of the data; count on the stated rates, not on these rows.

SMILES	EP2 antag	FXIa inh 1536	Wee1 degr inh	TNF death inh	CHOP inh	FXIIa inh	TbHK1 inh	PPC-1+TRAIL kill	zVAD death inh
Cc1cccc(C)c1NC(=O)CS(=O)CC(=O)NC1CCN(Cc2ccccc2)CC1 (stereo unspecified)	6.1	6.6	-0.2	0.0	3.6	5.6	3.0	20.5	2.4
Cc1ccccc1-n1nc(C)c2cc(C(=O)NC3CC3)sc21	2.8	16.3	-0.7	-3.1	23.9	20.6	-7.6	-10.8	0.3
CCc1c(C)sc(NC(=O)C2CC2c2ccccc2)c1C(N)=O (stereo unspecified)	5.9	7.0	-1.6	-9.6	-6.4	12.5	7.6	15.2	0.5
O=C(Nc1nnc(C2=COCCO2)o1)c1ccc(Cl)cc1	9.9	3.0	-1.5	1.7	10.2	11.1	-5.6	-13.4	0.7
COc1ccc(C(=O)CSc2nc(-c3ccccn3)nc(C)c2Cl)cc1	7.3	1.8	5.3	1.3	-22.2	10.0	-7.3	14.1	-0.4
CCCCC(=O)Nc1ccc(NC(=O)C(C)C)cn1	10.2	-0.5	4.1	0.9	20.1	14.7	-3.1	20.6	1.6
Cc1c(NC(=O)C(C)OC(=O)c2cccs2)c(=O)n(-c2ccccc2)n1C (stereo unspecified)	6.1	-5.4	29.8*	0.8	0.2	15.1	-0.2	24.7	-0.3
CCOC(=O)c1[nH]c(C)c(C(=O)N2CCOCC2)c1C	5.5	-0.2	0.4	0.4	7.5	12.8	-5.0	-13.8	0.4
CCC(=O)NCC(=O)OCC(=O)c1ccccc1	9.8	5.9	0.9	-1.4	1.8	3.1	-0.4	10.9	-0.2
CC(C)(C)c1ccc(OCc2nnc(SCC(N)=O)n2N)cc1	8.0	-2.7	-2.1	-0.3	31.4	8.8	-2.7	11.1	0.4
Cc1ccc([N+](=O)[O-])c(OCCN2CCNCC2)c1	5.9	-14.7	-2.5	3.4	1.8	-3.9	-8.9	-10.7	-0.1
O=C(CSc1nnc(CNC(=O)c2ccco2)o1)Nc1nc2ccccc2s1	2.5	30.0	-1.1	0.4	9.9	25.9	7.7	7.4	-0.3
Cc1cc(C(=O)Nc2cccnc2)on1	11.6	-10.4	6.1	0.6	18.9	0.3	-1.3	22.2	1.9
CC(C)(C)n1ncc2c(=O)n(CC(=O)N3CCCCC3)cnc21	5.0	-0.6	0.8	0.3	-9.0	7.2	-2.8	0.4	-0.3
O=C1SC(c2ccccc2)=C/C1=C\N1CCCCC1	-6.0	4.6	-2.5	-1.8	50.8	9.1	-6.2	20.9	0.5
COC(=O)c1cccc(N2CCCC2=O)c1	4.6	32.2	2.6	0.2	11.2	24.9	1.7	-0.3	1.0
CC(C)N=C(Nc1ccccc1)c1cccnc1	2.5	2.1	-0.9	-2.2	10.2	18.6	-2.6	3.6	0.0
CC(C)C(C(=O)O)N1CCS(=O)(=O)CC1 (stereo unspecified)	5.6	9.3	1.0	0.3	-8.8	9.3	3.4	-4.7	1.1
COC(=O)c1cc(-c2c[nH]c3ccccc23)n[nH]1	12.8	1.1	3.0	-5.2	52.8	-0.5	-4.3	-3.5	0.5
O=C(O)CC12CC3CC(C1)CC(n1ncc(NCc4ccc(F)cc4)c(Cl)c1=O)(C3)C2	6.7	1.2	-0.4	-1.4	-5.9	15.6	-6.2	7.0	0.1

Laid out differently: results already given
| Compound | EP2 antag | FXIa inh 1536 | Wee1 degr inh | TNF death inh | CHOP inh | FXIIa inh | TbHK1 inh | PPC-1+TRAIL kill | zVAD death inh |
| --- | --- | --- | --- | --- | --- | --- | --- | --- | --- |
| Cc1ccccc1-n1nc(C)c2cc(C(=O)NC3CC3)sc21 | 2.8 | 16.3 | -0.7 | -3.1 | 23.9 | 20.6 | -7.6 | -10.8 | 0.3 |
| CCc1c(C)sc(NC(=O)C2CC2c2ccccc2)c1C(N)=O (stereo unspecified) | 5.9 | 7.0 | -1.6 | -9.6 | -6.4 | 12.5 | 7.6 | 15.2 | 0.5 |
| O=C(Nc1nnc(C2=COCCO2)o1)c1ccc(Cl)cc1 | 9.9 | 3.0 | -1.5 | 1.7 | 10.2 | 11.1 | -5.6 | -13.4 | 0.7 |

The list continues:
SMILES	EP2 antag	FXIa inh 1536	Wee1 degr inh	TNF death inh	CHOP inh	FXIIa inh	TbHK1 inh	PPC-1+TRAIL kill	zVAD death inh
N#C/C(=N\Nc1c(Cl)cccc1Cl)C(=O)NN	11.7	4.6	0.7	-3.9	50.1	21.1	-29.5	8.9	-0.9
C=CCn1c(=NC(=O)CC)n(C)c2ccccc21	9.2	-2.8	-4.3	0.0	1.9	3.9	-4.1	14.6	-0.1
COc1ccc(-c2cn[nH]c2C)cc1OC	3.6	-3.9	-2.7	-3.2	25.8	5.3	-3.1	0.1	67.5
COc1cccc(C(C(=O)NCc2ccco2)N(C(=O)Cn2nnc3ccccc32)C2CC2)c1OC (stereo unspecified)	8.3	-0.8	-1.4	-0.8	3.7	2.6	9.9	5.1	0.4
C=CCNC(=S)/C(=C(\[O-])c1ccc(Cl)cc1)[n+]1ccccc1	13.9	14.1	5.0	0.4	14.5	7.5	-12.6	-7.8	0.3
S=C(NCc1ccco1)N1CCN(c2nc(-c3ccccc3)cs2)CC1	7.4	-3.1	-2.4	1.2	43.3	2.4	1.7	6.9	33.7
CCCC[n+]1ccn(C2=C([O-])c3ccccc3C(=O)/C2=N\S(=O)(=O)c2ccccc2)c1	7.6	-0.9	-3.3	-7.3	-3.1	12.7	-4.2	-0.4	0.8
CCN(CC)S(=O)(=O)c1ccc(N2CCOCC2)c(NC(=O)c2cccc3ccccc23)c1	7.7	-5.7	-1.7	1.9	5.1	10.6	-1.5	7.8	0.3
Cc1cc2cc(CN(CCCO)S(=O)(=O)c3cccc4nsnc34)c(=O)[nH]c2cc1C	6.6	-1.6	-0.6	-5.0	30.6	19.9	-18.3	-14.4	0.1
Cn1cccc1CNC1CCCCC1	7.2	0.0	0.2	0.2	-4.9	15.5	-3.5	29.3	0.4
C[N+](C)(C)C(Cc1ccccc1)C(=O)[O-] (stereo unspecified)	17.3	4.8	·	2.5	5.5	7.7	0.4	-5.7	1.4
CCOC(=O)/C(C#N)=C1/SC(CC)C(=O)N1c1ccc(C)cc1 (stereo unspecified)	8.3	4.8	-0.2	-2.0	19.7	9.1	-8.7	-24.3	0.6
Cc1cc2cc3c(cc2nc1SCC(=O)Nc1c(C)cccc1C)CCC3	20.4&8.4	-0.4	5.7	-11.0	79.2*	12.3	-17.2	6.5	0.2
CC(C)Sc1cc(N2CCCC2)nc(-c2ccccc2Cl)n1	13.6	1.8	1.4	2.5	17.1	6.9	-9.9	17.0	1.1
Cc1cc(N=NC(=O)c2ccccc2)ccc1O	7.2	-4.6	-1.0	-9.1	60.8	-1.4	-6.6	-3.9	1.4
Cc1nn(C)cc1CNC(=O)c1ccccc1Br	4.7	17.1	1.0	-0.8	8.2	13.6	3.1	-15.5	0.1
CCn1c(C(=O)N2CCCC(C(=O)NCCCc3ccccc3)C2)cc2sccc21 (stereo unspecified)	11.1	8.4	4.0	-1.2	41.6	16.2	-5.6	33.3	0.3
CCOc1cc(N2CCOCC2)c(OCC)cc1NC(=O)CN1CCCC1	4.1	-7.7	-0.3	1.9	13.4	-3.2	-5.3	-2.5	0.8
COc1ccc(N2C(=O)C(CC(=O)Nc3ccccc3)N(Cc3ccc(OC)c(OC)c3)C2=O)cc1 (stereo unspecified)	2.5	1.0	-0.3	0.9	-10.4	4.0	-3.3	-1.6	1.6
CCOC(=O)C1=C(C(F)(F)F)Nc2ncnn2C1c1cc(OC)c(OC)cc1OC (stereo unspecified)	12.8	-3.0	-1.2	0.6	2.4	2.3	-8.1	24.2	1.5
Cc1cc(C)c2c(=O)[nH]n(C(C)C)c2n1	10.5&13.2	3.1	4.8	1.9	14.2	9.4	-1.5	47.8	5.5
NC(=O)N/N=C/c1cccc(OCc2ccc(F)cc2)c1	2.8	-3.7	-2.7	6.4	2.3	-0.9	-6.1	11.0	-0.9
O=C(COc1cccc2ccccc12)N/N=C/c1ccncc1	3.8	2.8	1.6	-0.9	3.5	7.1	-0.7	11.3	0.7
Cc1ccc(S(=O)(=O)N(C)C)cc1NC(=S)N(CCC#N)Cc1cccnc1	8.3	-7.9	7.5	0.6	-11.6	3.9	-6.4	0.6	0.5
O=C(N/N=C/c1ccccc1[N+](=O)[O-])C(=O)N1CCCC1	0.9	-4.5	1.8	1.1	-6.5	6.1	-7.0	-5.1	5.0
Cc1nnc(SCc2nnc(-c3ccccc3)o2)n(N)c1=O	10.0	-10.2	-2.1	0.1	31.8	1.5	0.8	-10.3	-1.6
Cn1ccnc1SCC(=O)Nc1cccc(S(=O)(=O)N2CCCCC2)c1	2.7	1.9	-0.3	0.5	18.2	9.7	-2.7	18.6	1.4
COc1ccc(Br)cc1-c1nc(C)c(C(C)=O)n1O	17.9	14.2	-1.1	-1.3	32.5	18.4	-5.6	6.1	0.5
CCc1ccc(-c2nc(CN3CCC(C(=O)NCc4ccco4)CC3)c(C)o2)cc1	3.4	1.6	-3.7	-8.4	45.0	16.8	2.3	8.6	0.3
CC(Cc1ccccc1)NC(=O)c1ccc([N+](=O)[O-])cc1 (stereo unspecified)	8.8	6.8	3.5	2.9	-8.2	7.6	1.3	35.7	2.0
Cc1cc(=O)[nH]c(CN2CCC(c3ccccc3)CC2)n1	6.2	-3.0	-0.3	-0.5	4.0	5.1	-3.5	35.6	1.9
O=C(CCCSc1nc2ccccc2s1)NC1=NCCS1	4.5	-19.0	-0.8	-1.1	26.7	-13.2	2.6	24.4	-0.2
O=C(Oc1ccc([N+](=O)[O-])cc1)c1ccc2ccccc2n1	16.9	-4.0	5.5	-0.2	1.9	2.8	-5.3	-10.0	0.3
CC(=O)c1cc(-c2ccccc2)[nH]c1N1CCCC1	9.1	0.2	-1.2	-7.8	12.9	11.2	-7.9	14.2	-0.3
CCOC(=O)C1C(=O)C=C(C)C(C(=O)OCC)C1c1ccc(OC)cc1 (stereo unspecified)	11.3	-7.3	-3.1	-2.8	·	-10.1	-6.4	-3.5	-0.4
Nc1nc2nc(SCC(=O)N3CCCc4ccccc43)[nH]c2c(=O)[nH]1	2.7	-0.8	-0.5	-0.9	33.5	-1.0	1.7	12.5	0.0
S=C(NCC1CCCO1)Nc1cc(Cl)c(Cl)cc1Cl (stereo unspecified)	19.9	-6.6	-1.9	0.6	29.1	5.9	-5.5	-0.4	3.3
CCCCCCC(=O)N/N=C/Cc1ccccc1	13.7	-13.0	-1.0	-1.0	32.3	-15.4	2.6	-3.1	0.3
O=C(NN1C(=O)c2ccccc2C1=O)C1CC2CCC1C2 (stereo unspecified)	12.1	-1.9	1.2	1.5	7.8	5.8	15.2	6.7	0.2
CCOc1ccc(N(CC(=O)NCC(C)C)S(C)(=O)=O)cc1	14.6	4.0	-1.0	1.4	-21.4	11.2	0.0	15.6	1.0
CCc1c(C)nc2cc(-c3cc(OC)cc(OC)c3)nn2c1N1CCN(CCN2CCOCC2)CC1	24.3	2.7	-2.1	-10.0	25.4	7.5	-9.1	11.0	0.2
CCSc1nc2c(c(=O)[nH]1)C(c1ccncc1)C(C(=O)OC)=C(C)N2 (stereo unspecified)	2.8	5.8	0.7	0.1	0.4	12.5	-7.4	-10.2	-0.1
NC(=O)c1ccc[n+](Cc2cccc3ccccc23)c1	8.1	6.5	-0.4	1.2	4.6	15.6	13.7	8.1	0.2
O=C(c1ccc(S(=O)(=O)N2CCC(c3nc4ccccc4s3)CC2)cc1)N1CCCCC1	·	·	3.4	-2.1	·	·	5.3	·	0.8
CCCCCCC(C)n1[nH]c(=O)cc1N (stereo unspecified)	6.2	2.8	-1.9	-1.0	-2.8	6.1	-15.9	5.0	-0.4
